# M1 antag: antagonists of rat M1 muscarinic receptor | Muscarinic acetylcholine receptor M1 (Rattus norvegicus), P08482 | CHO-M1 cells, Fluo-4 calcium, ACh EC80 antagonist mode; active compounds read low | B-score at 10 µM | 64,000 compounds, 3.4% hits;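 active means calcium fluorescence response, raw or row-and-column corrected B-score, differing from the plate sample mean either way at a set confidence level, mostly lower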
# Target sequence (P08482 whole entry, looked up): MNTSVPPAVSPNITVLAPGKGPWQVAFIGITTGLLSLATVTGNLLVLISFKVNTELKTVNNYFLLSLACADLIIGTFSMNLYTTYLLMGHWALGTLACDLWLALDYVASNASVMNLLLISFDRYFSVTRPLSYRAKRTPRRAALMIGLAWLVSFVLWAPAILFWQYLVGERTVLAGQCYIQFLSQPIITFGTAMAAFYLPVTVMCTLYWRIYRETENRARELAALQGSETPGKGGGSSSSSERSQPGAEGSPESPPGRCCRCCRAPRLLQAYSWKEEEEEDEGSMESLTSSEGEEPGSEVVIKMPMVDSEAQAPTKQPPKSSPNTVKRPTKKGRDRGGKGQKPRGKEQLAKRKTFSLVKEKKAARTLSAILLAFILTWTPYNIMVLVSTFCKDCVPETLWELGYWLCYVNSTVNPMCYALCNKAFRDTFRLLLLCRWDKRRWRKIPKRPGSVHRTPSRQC
# M1 agonist: M1 muscarinic receptor agonists, primary screen, CHO-M1 cells, Fluo-4 calcium, agonist mode | Muscarinic acetylcholine receptor M1 | Fluo-4 calcium fluorescence; active compounds read high | 64,000 compounds, 3% hits | AID 626, 2007 | B-score at 10 µM;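 active means fluorescence rise, raw or as B-score row- and column-corrected plate score, outside the 99.7% band of its plate's samples, either direction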
# tolC growth inh: growth inhibitors of E. coli tolC mutant, primary screen, strain BW25113 ΔtolC::kan, 384-well. AID 573, 2007. 65,000 compounds, 2.2% hits. OD615. growth inhibition, % at 10 µM (by protocol);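 active means growth inhibition at or above a cutoff equal to the mean over every tested compound plus 3 SD, cut at about 60% in these data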;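 further: growth measured after 20 h incubation at 37 °C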
#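 Test system: E. coli BW25113 ΔtolC::kan bacteria | Medium: Kanamycin-containing LB broth (50 µg/mL) | Dosing: One dose of 10 µM final | Times: 20 h incubation with compound, 37 °C | Detection: Optical density read at 615 nm | Read-out basis: Percent growth inhibition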
# Jurkat viability: cytotoxicity toward Jurkat T cells, primary screen, cytotoxicity control, cell-based, Jurkat E6.1, 60K MLSMR library | AID 463, 2006 | inhibition, % at 4 µM | Jurkat E6.1 viability, ATP luminescence, 48 h | 56,000 compounds, 1.2% hits;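 active means inhibition above the mean inhibition of all tested compounds plus 3 SD, cut at about 28% in these data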
# HEK293 NFkB inh: inhibitors of PMA/ionomycin-induced NF-kB reporter, primary screen, antigen receptor NF-kB inhibitor project, cell-based, HEK-293 luciferase reporter, luminescence; 62,000 compounds, 0.21% hits; HEK-293 NF-kB luciferase reporter; inhibition, % at 3 µM;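 active means inhibition above the mean of all tested compounds plus 3 SD, cut at about 40% in these data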;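 further: 0% = stimulated DMSO wells and 100% = 10 µM reference inhibitor 5653914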
#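 System – HEK-293 cells with stable firefly luciferase reporter driven by four HIV NF-kB elements · Doses – one dose, 3 µM · Schedule – 1 h compound pre-incubation, 16 h PMA/ionomycin at 37 °C · Technique – luminescence from luciferase substrate reagent · Measure – percent inhibition normalized per plate to DMSO and reference-inhibitor controls · Replicates – tested once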
# TNAP act mid DEA: human TNAP enzyme activators, primary screen, biochemical, luminescent, intermediate phosphate acceptor level | purified TNAP, CDP-star luminescence, 100 mM DEA, 30 min; active compounds read high; scale: 0 levamisole-inhibited, 1 vehicle-only enzyme | activation factor at 20 µM | 64,000 tested, under 10 active;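 active means activation factor of at least 2 at 20 µM, relative to controls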
# SF-1 act: activators of human SF-1, primary screen, cell-based, CHO-K1, Gal4-SF-1 LBD, luciferase luminescence | Steroidogenic factor 1 (Homo sapiens), Q13285 | activation, % at 10 µM | 65,000 compounds, 1.9% hits | CHO-K1 Gal4-SF-1 LBD luciferase reporter; % increase over DMSO SF-1-specific signal | AID 522, 2006;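 active means activation above the mean activation of all tested compounds plus 3 SD, cut at about 50% in these data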
#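 material = CHO-K1 cells with Gal4–hSF-1 LBD chimera plus Gal4-driven luciferase | compound = 10 µM single point, 1% DMSO | incubation = 20 h compound exposure at 37 °C after 1 h cell settling | measured by = SteadyLite luciferase luminescence | evaluation = percent activation relative to DMSO median and mock-transfected background | control set = DMSO negative control and −SF1 background wells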
# D1 allo mod: D1 CRE-luciferase signal change, two-sided – cell-based, HEK293 D1, dopamine EC30, D1 allosteric modulator project, primary screen; D(1A) dopamine receptor (Homo sapiens), P21728; dopamine EC30 potentiation; actives deviate in either direction; B-score at 10 µM; 58,000 compounds, 5.9% hits;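 active means luminescence count or its row- and column-corrected plate score outside the 99.7% band of the plate's sample wells, on either side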
# Target sequence (P21728 whole entry, looked up): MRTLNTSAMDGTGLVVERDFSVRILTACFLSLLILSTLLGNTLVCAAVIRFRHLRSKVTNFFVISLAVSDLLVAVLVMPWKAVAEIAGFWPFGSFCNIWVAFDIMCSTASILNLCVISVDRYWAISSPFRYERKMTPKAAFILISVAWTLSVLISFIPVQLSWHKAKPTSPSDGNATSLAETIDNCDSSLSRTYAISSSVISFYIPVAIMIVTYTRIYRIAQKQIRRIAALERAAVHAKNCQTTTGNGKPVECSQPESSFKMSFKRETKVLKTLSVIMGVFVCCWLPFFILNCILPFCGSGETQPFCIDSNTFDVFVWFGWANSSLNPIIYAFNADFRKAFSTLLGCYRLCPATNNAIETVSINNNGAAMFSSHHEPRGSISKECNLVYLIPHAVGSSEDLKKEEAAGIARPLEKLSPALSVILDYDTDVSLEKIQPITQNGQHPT
# NADH enzymes: inhibitors of PK/LDH coupling enzymes, profiling panel, artefact control, biochemical, MLSMR library. coupled PK/LDH NADH assays, four targets. IC50, µM (doses to about 10 µM), for inactives: at the highest dose inhibition. 65,000 compounds, 0.02% hits. AID 774, 2007;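 active means single-dose screening hits from any of four coupled enzyme assays that gave an IC50 when retested across doses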;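 further: the DPM-DC format reads NADH fluorescence rather than 340 nm absorbance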
# Starred values were filed as active, the others as inactive; · = no result given; [ ] = another dose, or the depositor's remark. This is a random part of the collection. Share with any hit: about 15%.
SMILES,M1 antag,M1 agonist,tolC growth inh,Jurkat viability,HEK293 NFkB inh,TNAP act mid DEA,SF-1 act,D1 allo mod,NADH enzymes
COC(=O)Cn1c(C)c(C(C)=O)c(C(C)=O)c1C,-0.39,0.31,-9,1,15,1,-4,0.021,2%
Cc1cnc(C(=O)Nc2cccc3ncccc23)cn1,-0.22,0.24,-4,·,16,0.5,-2,0.0031,4%
O=C(Nc1cccc(F)c1)c1ccc(S(=O)(=O)NCC2CCCO2)cc1 (configuration not stated),-0.55,-0.0028,3,15,20,0.9,-3,-0.38,7%
COc1ccc(N(CC(=O)Nc2ccc(S(=O)(=O)N3CCCC3)cc2)S(C)(=O)=O)cc1OC,0.35,0,0,12,13,0.9,9,0.44,0%
CCC(C)Nc1nc2c(c(=O)[nH]c(=O)n2C)n1CCC(C)C (configuration not stated),1,0.46,7,-1,5,0.9,7,17*,2%
O=C(CSC1=NCCS1)Nc1nc2c(s1)CCCC2,0.035,-0.89,19,10,12,1,24,0.54,3%
COc1ccc(N2C(=O)C3CCCN3C2c2cc(OC)c(OC)c(OC)c2)cc1 (configuration not stated),-2.1*,0.21,-14,0,6,1,6,-0.35,2%
O=S1(=O)CCC(N=Cc2cc(Br)ccc2O)C1 (configuration not stated),0.43,0.097,3,-3,13,0.9,-4,-0.63,2%
Cc1ccc(-c2nn(C)c(=O)c3ccccc23)cc1S(=O)(=O)NCCN1CCOCC1,-0.52,-0.084,16,6,6,0.9,-2,3.4,2%
CCCC(C)C1C(C#N)=C(N)Oc2cc(C)oc(=O)c21 (configuration not stated),1.1,-0.23,-5,0,10,0.8,-1,-0.16,2%

# Profiles, looked up by structure. Order of values: M1 antag, M1 agonist, tolC growth inh, Jurkat viability, HEK293 NFkB inh, TNAP act mid DEA, SF-1 act, D1 allo mod, NADH enzymes
# `Cc1cnc(C(=O)Nc2cccc3ncccc23)cn1` is listed with -0.22, 0.24, -4, ·, 16, 0.5, -2, 0.0031, 4%
# `O=S1(=O)CCC(N=Cc2cc(Br)ccc2O)C1` (configuration not stated) is listed with 0.43, 0.097, 3, -3, 13, 0.9, -4, -0.63, 2%
# `CCCC(C)C1C(C#N)=C(N)Oc2cc(C)oc(=O)c21` (configuration not stated) is listed with 1.1, -0.23, -5, 0, 10, 0.8, -1, -0.16, 2%
# `Cc1ccc(-c2nn(C)c(=O)c3ccccc23)cc1S(=O)(=O)NCCN1CCOCC1` is listed with -0.52, -0.084, 16, 6, 6, 0.9, -2, 3.4, 2%
# `CCC(C)Nc1nc2c(c(=O)[nH]c(=O)n2C)n1CCC(C)C` (configuration not stated) is listed with 1, 0.46, 7, -1, 5, 0.9, 7, 17*, 2%

# (further entries)
SMILES,M1 antag,M1 agonist,tolC growth inh,Jurkat viability,HEK293 NFkB inh,TNAP act mid DEA,SF-1 act,D1 allo mod,NADH enzymes
O=C(NCCCN1CCCC1)Nc1cccc2ccccc12,-0.0084,0.46,6,3,1,0.9,-1,-0.26,2%
COc1ccc(OC)c(-c2cc(C(=O)Nc3c(C)nn(Cc4ccccc4)c3C)no2)c1,0.57,0.27,-11,0,4,0.9,4,2,5%
Cc1ccc(N2CC(C(=O)N3CCc4ccccc43)CC2=O)cc1 (configuration not stated),-0.2,-0.27,-7,-4,16,1,5,0.019,5%
COc1cc(OC)c(-c2nn3c(-c4cccnc4)nnc3s2)cc1OC,-1.8,0.15,-10,0,7,1.1,-25,0.67,10%[fluoresces]
O=C(CCCOc1ccccc1)N1CCN(C(=O)c2ccco2)CC1,0.023,-0.52,-10,-4,-2,0.9,23,-1.8,3%
CCCCCCn1c(CN2CCCCC2)nc2c1c(=O)n(C)c(=O)n2C,-0.82,-0.049,-3,-3,10,·,-9,0.2,4%
COc1ccc(C(=O)CSc2nc(SC)ns2)cc1OC,-0.73,-2.8*,1,-5,10,0.9,5,8.4*,6%
Cc1nc(SCC(=O)N2CCN(C(=O)c3ccco3)CC2)c2c(C)c(C)sc2n1,0.035,0.88,24,3,9,0.9,28,3,7%
O=C(c1cccc(F)c1)N1CCN(CC2CC3C=CC2C3)CC1 (configuration not stated),-0.3,0.19,-12,3,34,0.9,-15,-0.32,17%
Cc1occc1C(=O)NC1CCCc2ccccc21 (configuration not stated),-0.22,-0.077,-13,-2,5,0.9,4,-0.98,5%

# Overlap with the part before: 2 entries, then new ones.
SMILES,M1 antag,M1 agonist,tolC growth inh,Jurkat viability,HEK293 NFkB inh,TNAP act mid DEA,SF-1 act,D1 allo mod,NADH enzymes
O=C(c1cccc(F)c1)N1CCN(CC2CC3C=CC2C3)CC1 (configuration not stated),-0.3,0.19,-12,3,34,0.9,-15,-0.32,17%
Cc1occc1C(=O)NC1CCCc2ccccc21 (configuration not stated),-0.22,-0.077,-13,-2,5,0.9,4,-0.98,5%
CC(=O)Nc1ccc(S(=O)(=O)Nc2ccc(NC(=O)c3ccco3)cc2)cc1,0.017,0.03,9,2,8,1,7,-1.3,7%
O=C(CC1CCCCC1)NCc1cn2ccsc2n1,-0.33,0.1,-5,-4,17,1,0,0.026,5%
c1ccc(OCCn2cnc3ccccc32)cc1,-0.33,-0.66,18,-6,10,0.9,-3,0.76,5%
COc1ccc(C2C3=C(CCCC3=O)Nc3nc(C(F)(F)F)nn32)cc1OC (configuration not stated),-0.0069,0.22,-10,-2,-2,1,1,0.045,2%
CC1C(c2ccccc2)N(C)CCC12NC(=O)NC2=O (configuration not stated),-0.14,-0.54,-22,-1,14,0.9,12,0.0047,3%
O=C(CN1C(=O)c2ccccc2S1(=O)=O)N1CCN(c2cccc(Cl)c2)CC1,0.43,-0.16,20,·,13,·,-8,-0.16,0%
O=C(NCc1ccccn1)C(F)(F)C(F)(F)C(=O)NCc1ccccn1,1,0.5,-2,-5,5,1,8,-0.36,6%
COc1ccccc1CNC(=O)C1CCCN(S(=O)(=O)c2cnc[nH]2)C1 (configuration not stated),-0.46,0.016,-3,8,9,0.8,-5,0.41,4%
CCOc1ccc(C(C)(N)C(=O)O)cc1 (configuration not stated),-0.022,-0.29,-6,0,1,1,-14,-0.0015,6%
Cc1ccc(N2C(=O)NC3(CCCCC3)C2=O)cc1,0.22,-0.059,-14,5,-2,0.9,30,-0.72,4%
CCCCN(C)CCNC(=O)c1c[nH]c2ccc(S(=O)(=O)N(CC)CC)cc2c1=O,-0.064,1,-4,-4,18,0.9,2,-1.1,13%
CSc1nnc(NC(=O)c2ccc(C)c(S(=O)(=O)N3CCOCC3)c2)s1,-0.0095,0.35,3,10,3,0.9,29,0.051,11%
CCN1CCN(C(=O)c2ccc3c(c2)N(Cc2ccc(F)cc2)C(=O)c2ccccc2S3=O)CC1 (configuration not stated),-0.05,-1,3,-1,13,0.9,-1,0.73,3%
O=C(NCc1ccncc1)C1CCCN(S(=O)(=O)Cc2ccccc2)C1 (configuration not stated),-0.48,-0.9,-17,·,17,0.9,-13,-0.21,5%
COc1ccccc1-n1c(C)nnc1SCC(=O)Nc1cc(C)cc(C)c1,·,·,·,1,17,1,-24,1.1,10%
CC(C)=CCCC(C)CN1CCC(O)CC1 (configuration not stated),0.12,-0.32,-22,-3,17,0.9,-19,-0.0011,0%
CC(C)(C)c1ccc(S(=O)(=O)N2CCCC2C(=O)NC2=NCCS2)cc1 (configuration not stated),-0.69,0.84,7,0,4,0.9,-9,0.07,10%
N=C1C(c2ccccc2)=C(O)C2CCc3ccccc3N12 (configuration not stated),-0.55,0.76,-4,0,5,1,4,·,3%
Cc1cc(C)n(CC2CC(=O)N(c3cc(Cl)cc(Cl)c3)C2=O)n1 (configuration not stated),-0.15,-0.099,2,·,·,0.9,-2,·,4%
O=C(CCNS(=O)(=O)c1cccs1)Nc1ccccc1F,0.29,0.43,1,·,8,0.9,6,-0.64,2%
COc1ccc(OCC(=O)Nc2ccc(NC(=O)c3ccco3)cc2)cc1,-0.78,0.38,-21,-6,5,0.9,-14,0.2,0%
NC(=O)CCc1c[nH]c2ccccc12,1,-0.26,4,-3,12,0.9,0,-0.072,4%
O=C(CSc1nnc(-c2ccccc2)o1)N1CCN(c2ccccc2)CC1,1.2,0.73,-25,1,6,0.8,4,-0.17,3%
CCN(CC)S(=O)(=O)c1ccc(C(=O)OC2CCCCC2CN(C)C)cc1 (configuration not stated),-4.6*,0.048,-13,5,-8,0.9,4,·,4%
O=C(NC(Cc1ccccc1)C(=O)O)c1ccccc1 (configuration not stated),1.5,0.84,-16,-7,-4,1,6,-0.12,14%
CCCCC(=O)Nc1ccc2c3c(cccc13)C(=O)N2CC,·,·,-5,-5,19,0.9,-16,·,4%
CC(C)n1c(CCC(=O)O)ccc1-c1ccccc1,-0.041,-0.82,9,-2,8,1,-10,-0.91,0%
COc1ccc(CN(C(C)=O)c2cccc(C)c2C)cc1,·,·,29,32,0,0.9,20,-0.39,4%
Cc1cc(C)cc(OCc2ccc(C(=O)O)o2)c1,0.047,-0.17,5,-2,14,1,0,0.059,8%
C=CCOC(=O)CCCC(=O)NC1CCCCC1,-0.18,0.11,-14,·,·,1,·,0.087,2%
O=C(OCn1nnc2ccccc2c1=O)c1ccc2c(=O)n3c(nc2c1)CCC3,1.2,0.16,2,6,12,0.9,0,0.68,4%
Cc1ccccc1C(=O)NC1CCN(Cc2nnnn2CCc2ccccc2)CC1,0.88,-0.073,-8,3,9,0.9,-10,0.008,5%
CCOC(=O)N1CCN(C(=O)c2cccc(NC(=O)c3ccco3)c2)CC1,-0.54,0.3,-3,-4,7,0.7,-1,·,5%
COc1ccc2c(c1)nc(N)n2Cc1ccccc1,0.16,-0.51,9,·,·,1,-14,·,2%
Cn1c(CCN2CCCCC2)nc2cc(NC(=O)C3CCCCC3)ccc21,-3.8*,-0.23,-3,-6,7,1,21,-1.4,8%
COc1ccccc1CNC(=O)COC(=O)C1=COCCO1,0.0018,-0.3,-6,-1,8,1,0,0.033,3%
CC1(C)CC(=O)C=C(NCC(=O)O)C1,0.48,0.67,-7,-2,11,1,10,-0.39,5%
